# TIM10 inh = growth inhibitors of TIM10 yeast strain | inhibition, % at 10 µM | S. cerevisiae TIM10 strain growth, BacTiter-Glo luminescence, 24 h | 330,000 tested, 1.4% active | AID 463195;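 active = inhibition of 40% or more at the single tested concentration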;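 note: wild-type TIM10 isogenic control strain grown at permissive 25 °C; 0% = DMSO yeast wells and 100% = minimal medium wells without yeast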
# NALP3 yeast inh = NALP3 inhibition in yeast; Yeast reconstituted NLRP3/ASC/caspase-1, beta-gal luminescence, 24 h; inhibition, % at 10 µM; 330,000 tested, 0.39% active; AID 2825;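 active = inhibition of 50% or more; inactive = inhibition below 50%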;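 note: plate controls were induced DMSO wells for no effect and uninduced yeast grown without galactose for full effect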
# Mdm2 MdmX PPI = disrupts the human Mdm2-MdmX interaction; O15151+Q00987; SaOS-2 split-luciferase Mdm2/MdmX complementation, luminescence; inhibition, % at 8 µM; 330,000 tested, 3% active;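 active = inhibition of at least 50% at 8 µM in the primary screen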
# Target sequence (O15151 whole entry, looked up): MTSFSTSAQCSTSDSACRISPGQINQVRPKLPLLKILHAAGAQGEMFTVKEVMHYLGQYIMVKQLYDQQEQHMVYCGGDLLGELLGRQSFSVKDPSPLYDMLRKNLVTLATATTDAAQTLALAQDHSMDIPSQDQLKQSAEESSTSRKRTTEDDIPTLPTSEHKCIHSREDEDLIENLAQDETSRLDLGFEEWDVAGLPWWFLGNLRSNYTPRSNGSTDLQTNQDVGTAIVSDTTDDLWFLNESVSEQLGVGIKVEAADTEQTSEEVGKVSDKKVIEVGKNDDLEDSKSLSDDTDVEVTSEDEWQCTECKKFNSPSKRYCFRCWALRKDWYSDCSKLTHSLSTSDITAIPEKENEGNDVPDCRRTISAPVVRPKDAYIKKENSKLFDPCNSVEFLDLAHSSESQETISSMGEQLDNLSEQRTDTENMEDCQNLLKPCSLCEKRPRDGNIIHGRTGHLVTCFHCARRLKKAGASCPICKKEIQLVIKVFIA
# Target sequence (Q00987 whole entry, looked up): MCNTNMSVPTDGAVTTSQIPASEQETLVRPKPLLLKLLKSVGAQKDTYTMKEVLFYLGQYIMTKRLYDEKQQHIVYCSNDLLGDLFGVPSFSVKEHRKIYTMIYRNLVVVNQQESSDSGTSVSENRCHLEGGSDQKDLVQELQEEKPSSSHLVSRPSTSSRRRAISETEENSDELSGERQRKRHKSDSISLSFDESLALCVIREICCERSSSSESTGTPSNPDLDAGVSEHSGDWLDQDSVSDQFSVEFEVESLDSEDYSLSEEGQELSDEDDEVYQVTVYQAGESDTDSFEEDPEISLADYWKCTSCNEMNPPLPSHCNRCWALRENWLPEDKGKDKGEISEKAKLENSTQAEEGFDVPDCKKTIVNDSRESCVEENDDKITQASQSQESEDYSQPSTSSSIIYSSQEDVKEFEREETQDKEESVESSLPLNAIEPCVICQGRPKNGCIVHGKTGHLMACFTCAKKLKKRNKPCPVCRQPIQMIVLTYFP
# tim23-1 inh = inhibits growth of tim23-1 mutant yeast; 330,000 tested, 1.3% active; inhibition, % at 20 µM; S. cerevisiae tim23-1 growth, BacTiter-Glo luminescence, 24 h;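 active = growth inhibition of the mutant yeast at or above 50%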;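 note: temperature-sensitive mutant grown at 25 °C; plate controls were DMSO-treated mutant yeast for no effect and medium wells lacking yeast for full effect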
# APJ agonist = activates the human apelin receptor APJ. P35414. CHO-K1 APJ PathHunter beta-arrestin, luminescence; 0% DMSO wells, 100% apelin. activation, % at 20 µM. 330,000 tested, 0.11% active. AID 2520;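 active = activation more than six SD over the plate average, tested at 20 µM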;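 note: 0% = DMSO alone and 100% = apelin-13 at 10 nM; some results filed as inactive read as strong as hits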
#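 Material: CHO-K1 APJ beta-arrestin complementation cell line; Input: cell density 1000 per well; Incubation: compound stimulation 90 min at 25 °C, detection 60 min; Signal: luminescence from split beta-galactosidase complementation, Galacton Star/Emerald II substrate; Controls: DMSO-only wells as negative, 10 nM Apelin-13 as positive control.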
# NR3A LBD binder = modulators (binders) of human NR3A ligand-binding domain; NR3A LBD differential scanning fluorimetry, Tm shift; 0% = protein alone, 100% = glycine-bound protein; Tm shift relative to glycine control, % at 25 µM; 340,000 tested, 2.5% active;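 active = melting temperature shift of at least 10% of the positive control shift, at one fixed dose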
# tim10-1 inh = tim10-1 yeast growth inhibition | S. cerevisiae tim10-1 ts strain growth, BacTiter-Glo, 24 h | inhibition, % at 20 µM | 330,000 tested, 2.2% active | AID 463190;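 active = inhibition of at least 40%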;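 note: mutant grown at 25 °C; 0% = DMSO wells with yeast and 100% = wells holding no yeast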
# CHOP UPR activ = apoptotic UPR (CHOP) activation; 330,000 tested, 0.34% active; activation, % at 10 µM; CHO-CHOP luciferase reporter, luminescence; percent of tunicamycin response over DMSO baseline;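 active = at 10 µM dose, activation of 40% or more, normalized to positive control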;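 note: 100% = tunicamycin at 10 µg/mL and 0% = DMSO alone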
#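 assay system = CHO CHOP reporter cells | amount = 500 CHO-CHOP cells per well | buffer or medium = F12 with 10% FBS | incubation = 16-18 h cell attachment, then 6 h compound exposure, 37 °C | detection = luminescence read with Steady-Glo | read-out = percent activation relative to tunicamycin control | controls = tunicamycin high control, DMSO low control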
# UPR XBP1 act = activators of adaptive arm of unfolded protein response (XBP1) | CHO-XBP1 luciferase reporter, IRE1-XBP1 UPR activation, luminescence; percent of tunicamycin response, DMSO as zero | activation, % at 20 µM | 330,000 tested, 0.33% active;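 active = versus positive control, 20 µM dose yields 30% or more activation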;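 note: 100% = tunicamycin at 10 µg/mL and 0% = DMSO only wells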
#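 Material: CHO-XBP1 cells stably carrying IRE1-XBP1-driven luciferase reporter | Medium: F12 with 10% serum | Compound dosing: 20 µM single concentration, DMSO 1% | Incubation: Overnight seeding at 37 °C, 6 h compound treatment at 37 °C | Detection: Steady-Glo luminescence read | Read-out basis: % activation of reporter signal versus tunicamycin and DMSO controls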
# The depositor's hits bear a star; . = no result given.
# The first two entries (preview)
SMILES,TIM10 inh,NALP3 yeast inh,Mdm2 MdmX PPI,tim23-1 inh,APJ agonist,NR3A LBD binder,tim10-1 inh,CHOP UPR activ,UPR XBP1 act
CN1CCN(c2ccc(NC(=O)c3ccc(Oc4ccccc4)cc3)cc2)CC1,-22,42,17,-105,3,0,-45,4.5,0
CCOC(=O)N1CCN(c2nc(-c3ccc(OC)cc3)no2)CC1,0,-11,-20,29,-3,0,15,0.4,7

# Results, from the start:
SMILES,TIM10 inh,NALP3 yeast inh,Mdm2 MdmX PPI,tim23-1 inh,APJ agonist,NR3A LBD binder,tim10-1 inh,CHOP UPR activ,UPR XBP1 act
CN1CCN(c2ccc(NC(=O)c3ccc(Oc4ccccc4)cc3)cc2)CC1,-22,42,17,-105,3,0,-45,4.5,0
CCOC(=O)N1CCN(c2nc(-c3ccc(OC)cc3)no2)CC1,0,-11,-20,29,-3,0,15,0.4,7
O=C(CSC1=NCCS1)Nc1ccc(F)cc1,7,5,-14,-1,-2,1,6,1.3,0
Cc1c(C(=O)N2CCN(c3ccccc3)CC2)sc2nc3n(c(=O)c12)CCC3,-4,-2,24,2,-2,2,3,-1.8,-6
COC(=O)c1ccc2c(c1)c(C#Cc1ccccc1)c(-c1ccccc1)n2C,8,.,5,27,.,1,12,4.4,5
Cc1ccc2c(c1)c1c(n2CC(O)CN2CCCCC2C)CCCC1 (stereo not drawn),4,17,31,-9,-3,0,-9,0.8,1
CCCOc1cccc(C2C(C(=O)c3ccco3)=C(O)C(=O)N2CCN(CC)CC)c1 (stereo not drawn),18,13,-13,15,7,-2,10,0.6,-1
CC(C)OC(=O)CC1C(=O)NCCN1C(=S)NC(=O)c1ccccc1Cl (stereo not drawn),-3,1,14,-1,-4,0,-3,0.3,-1
CCOC(=O)c1c(NC(=O)C2(C)Cc3ccccc3C(=O)O2)sc2c1CCCC2 (stereo not drawn),7,4,5,19,2,3,25,1.5,1
CCN1CCN(c2cc(C)nc(-c3ccccc3O)n2)CC1,3,18,-10,-2,-6,0,-6,3.0,-3
CCc1ccccc1Cn1c(=O)oc2cccnc21,13,9,-2,11,2,4,-5,-1.1,1
Cc1cc(C)n(C(=O)/C(C#N)=N\Nc2ccccc2[N+](=O)[O-])n1,-25,4,13,-8,-4,-1,-83,-1.9,0
c1coc(-c2nn3c(Cn4nnc5ccccc54)nnc3s2)c1,3,7,20,18,-3,1,7,-1.3,2
COc1ccc(C)cc1NC(=O)CNC(C)C(=O)Nc1cc(Cl)ccc1Cl (stereo not drawn),-7,6,0,16,-6,2,-5,1.0,-2
Cc1cccc(C)c1OCC(=O)N/N=C/c1ccncc1,8,25,-1,12,1,0,29,-2.4,-2
Cc1cccc(-c2nc(=S)c3c(o2)CCCC3)c1,44*,-5,-119,35,-4,2,24,4.9,1
COC(=O)c1sc(NC(=O)COc2c(C)cccc2C)nc1C,29,28,21,15,-1,5,15,0.0,0
NC(=O)NC(Cc1ccccc1)c1ccccc1 (stereo not drawn),7,-6,0,16,3,1,7,-0.5,-1
CC(=O)N1CCN(Cc2nc3cc(NC(=O)Cn4nc(C)c5ccccc5c4=O)ccc3n2C)CC1,-6,12,13,6,-4,-1,11,-0.2,-2
CC1(C(=O)O)CCC(C(=O)Nc2ccc(Cl)c(Cl)c2)C1(C)C (stereo not drawn),10,8,15,12,2,1,4,-1.1,-5
CCCC12CN3CCN(CC(C3)/C1=N\NC(=O)c1ccccc1N)C2,-2,6,14,9,-3,0,0,0.5,-2
O=C(NCCCCO)c1ccc2c3c(cccc13)CC2,-25,7,4,-11,0,-2,2,0.9,-2
Cc1cnc(C(=O)OCC(=O)N(C)CC(=O)Nc2ccccc2Cl)cn1,12,10,-9,0,2,0,-6,0.8,-2
CC1CCN(C(=O)COc2ccc(S(=O)(=O)N3CCCC3)cc2)CC1,-3,21,13,-1,-1,-2,0,0.7,-5
CCOCCCn1c(=S)[nH]c2cc(C(=O)NC3CCCCC3C)ccc2c1=O (stereo not drawn),8,3,-20,12,-3,-1,3,2.6,0
Cn1c(N)c(C(=O)COC(=O)c2ccc(Br)o2)c(=O)n(C)c1=O,-2,7,13,12,-1,1,2,-0.7,1
CN(C)C(=O)C1Cc2ccccc2CN1S(=O)(=O)c1cccs1 (stereo not drawn),-1,7,-9,14,0,-1,3,-0.1,6
CC(C)(C)NC(=O)C(c1ccc(O)cc1)N(C(=O)CCC(=O)Nc1nccs1)c1cccc(F)c1 (stereo not drawn),-8,-7,-6,9,-1,-1,-2,0.6,0
O=C(O)CCC(=O)N1CCN(c2ccccn2)CC1,-11,-8,1,4,-1,1,-4,-0.5,1
CC(C)(C)C(=O)Nc1ccccc1C(=O)NCc1ccco1,16,31,-3,16,-3,-2,14,-1.9,0
Cn1c(=O)c([N+](=O)[O-])c(NCC(O)c2ccccc2)c2ccccc21 (stereo not drawn),7,6,11,7,-2,-6,8,2.2,-1
Cc1ccc(Cl)cc1NC(=S)NCc1cccn1C,13,13,10,26,-6,0,12,-0.3,1
O=C(NC1CCN(Cc2ccccc2)CC1)c1cccc(S(=O)(=O)Nc2cc(C(F)(F)F)ccc2Cl)c1,23,-6,15,16,-1,2,11,1.3,-3
CC(=O)Nc1ccc(S(=O)(=O)NCC2CCCO2)cc1 (stereo not drawn),-4,5,27,8,1,0,-23,-0.3,1
CC(C)(C)c1ccc(C2SCC(=O)N2c2cccc(C(=O)O)c2)cc1 (stereo not drawn),-17,8,2,11,2,5,18,0.1,-1
O=C(COc1ccccc1)NNc1nc2ccccc2s1,-19,9,27,12,0,1,10,-3.9,-6
CCOc1cccc(N2CCN(CCNC(=O)Nc3ccc(C)cc3)CC2)c1C,14,25,41,26,-2,-1,10,-0.9,-3
COc1ccc2c(c1)CC/C(=C/c1cc(OC)c(OC)c(OC)c1)C2=O,3,15,17,34,1,-5,18,0.4,0
Cc1noc2ncnc(Oc3cc(Cl)ccc3Cl)c12,8,-35,-6,4,-2,-1,-7,1.1,2
COc1cccc(CNC(=O)C2CCN(S(=O)(=O)c3ccc4c(c3)NC(=O)C(C)S4)CC2)c1 (stereo not drawn),0,-12,28,3,4,-6,18,-2.0,-5
C/C(CCN1CCc2nc(-c3ccccc3)c(-c3ccccc3)cc2C1)=N\OC[C@@H](C)[C@H](OCc1ccccc1)C(C)C,8,1,-5,10,-4,2,12,-1.1,4
O=C(COC(=O)c1ccccc1Br)NC1CCCC1,15,23,-16,6,2,2,-1,7.4,2
CC1(C)C(=O)Nc2ccccc2N1C(=O)COC(=O)c1cc(S(=O)(=O)N2CCOCC2)ccc1F,-1,14,27,9,-3,0,11,-2.2,-2
CCN(CC)c1nc(Oc2ccc(C(=O)NN)cc2)nc(Oc2ccc(C(=O)NN)cc2)n1,3,13,15,9,2,-5,3,-0.2,-2
COc1ccc(S(=O)(=O)Nc2cc(C)on2)cc1,7,7,23,1,1,-2,-1,0.4,-5
Cc1cccc(Oc2ncnc3onc(C)c23)c1,-7,2,11,17,3,-3,1,-0.3,-2
Cc1cccc(C)c1NC(=O)CCS(=O)(=O)c1ccc(Br)cc1,6,13,20,3,-2,-1,2,0.7,0
O=C(Cc1n[nH]c(=O)c2ccccc12)Nc1cc(C(F)(F)F)ccc1-n1cncn1,-6,24,12,17,-1,2,1,2.0,0
Cc1cc(C(=O)CSc2ncccn2)c(C)n1Cc1ccco1,20,3,-80,14,-3,-1,25,0.9,-1
CC1C(=O)N2CCCc3cc(NC(=O)c4ccccc4F)cc1c32 (stereo not drawn),-5,7,22,-17,8,-2,-6,1.0,-4
Clc1ccc(/C=N/c2c(-c3ccc(Cl)cc3)nc3n2CCS3)cc1,16,4,11,31,-2,-1,27,6.1,0
CCCc1ccc(OCc2nc(-c3ccc(NC(=O)c4cccs4)cc3)no2)cc1,4,18,36,20,4,9,5,5.0,2
O=[N+]([O-])c1ccccc1Oc1ccccc1Cl,-8,8,-5,3,-3,-1,20,1.8,-1
Cc1ccnc(NC(c2ccncc2)c2c(C)[nH]c3ccccc23)c1 (stereo not drawn),-6,5,16,12,-2,-3,-1,0.7,-3
COc1ccccc1CN(C)C(=O)CN1CCN(S(=O)(=O)c2ccc3c(c2)OCCCO3)CC1,7,8,-9,13,-1,2,9,-2.2,1
Cn1c(SCCN2CCCC2)nnc1C1CCN(S(=O)(=O)c2cccc(F)c2)CC1,-9,9,-1,8,0,-2,-19,-0.1,-2
Cc1cccc(OCC(=O)NC(=S)NNC(=O)c2ccncc2)c1,10,16,3,12,16,-2,10,1.3,2
NC(=O)NCC12CC3CC(CC(C3)C1)C2,20,14,-12,12,-2,2,10,-3.1,0
O=C(NC(Cc1c[nH]c2ccccc12)C(=O)O)c1ccc2c(c1)OCO2 (stereo not drawn),-8,-14,19,8,-2,-3,7,1.2,-1
CC1(C)Cc2nc3oc4c(=O)n(CC(=O)Nc5cccc(Cl)c5)cnc4c3cc2CO1,-9,18,19,-5,3,0,-11,11,59*
# More results follow.
SMILES,TIM10 inh,NALP3 yeast inh,Mdm2 MdmX PPI,tim23-1 inh,APJ agonist,NR3A LBD binder,tim10-1 inh,CHOP UPR activ,UPR XBP1 act
Cc1ccc2nc(Nc3ccc(Cl)cc3)c3nncn3c2c1,13,20,45,37,-3,-1,23,4.5,5
O=C(NC1CCCCC1)C(c1ccc2ncccc2c1)N(Cc1ccc(F)cc1)C(=O)c1cccs1 (stereo not drawn),10,9,-16,-4,-3,-4,4,-1.8,-4
CCn1c(SC(C)C)nnc1C1CCN(S(=O)(=O)c2ccc(OC)cc2)CC1,8,14,9,-15,0,1,6,-1.7,1
COc1ccc(Br)cc1C(=O)N/N=C/c1ccc2c(c1)n(C)c(=O)n2C,-9,7,19,7,-2,-9,28,-2.3,-1
CCOC(=O)Cn1nc(/C=C/c2ccc(C)cc2)ccc1=O,-19,5,-1,0,2,-10,18,-5.3,0
CC(NC(=O)COC(=O)c1ccc(Br)o1)c1ccccc1 (stereo not drawn),4,21,5,13,8,-1,30,-0.5,0
Cc1noc(C)c1COC(=O)CCCOc1ccc(Cl)cc1Cl,-1,17,0,4,1,4,21,0.4,-2
Cc1nc(C)c(C(=O)C2=C(O)C(=O)N(CCN(C)C)C2c2ccco2)s1 (stereo not drawn),10,14,17,-2,1,-1,-3,-1.2,-4
CCOc1ccc(NC(=O)COC(=O)c2cc(C)oc2C)cc1,-9,25,13,4,5,0,-17,-0.7,-4
COc1cccc(/C=N/N2CCN(c3ccccc3OC)CC2)c1,13,13,-60,5,-4,2,16,1.4,3

# Looked up by structure from above, three records:
SMILES,TIM10 inh,NALP3 yeast inh,Mdm2 MdmX PPI,tim23-1 inh,APJ agonist,NR3A LBD binder,tim10-1 inh,CHOP UPR activ,UPR XBP1 act
CN1CCN(c2ccc(NC(=O)c3ccc(Oc4ccccc4)cc3)cc2)CC1,-22,42,17,-105,3,0,-45,4.5,0
CCN1CCN(c2cc(C)nc(-c3ccccc3O)n2)CC1,3,18,-10,-2,-6,0,-6,3.0,-3
O=C(NCCCCO)c1ccc2c3c(cccc13)CC2,-25,7,4,-11,0,-2,2,0.9,-2

# Screening results from PubChem.

# Random draw from the library; about 8.2% have a hit in one of these screens.
